Bioassay records as filed in PubChem BioAssay.
CHO-K1 Ca PAM = counter-screen for M1 PAMs: effect in parental CHO-K1 cells; ATP EC20, Fluo-8 calcium fluorescence; 0% at ATP EC20, 100% at ATP max; activation, % at 3 µM; 360,000 tested, 0.02% active; AID 602247;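 active = activation above the run cutoff, the mean activation of all test compounds plus 3 SD, cut at about 40% in these data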;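 note: peak over basal fluorescence ratio in a 140 s read after ATP addition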
CHO-K1 Ca ag = nonselective activator or artifact in parental CHO-K1 cells; Fluo-8 calcium fluorescence; scaled to maximal ATP response, vehicle zero; activation, % at 3 µM; 360,000 tested, 0.48% active; in the data active = activation above about 15%;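 note: untransfected CHO-K1 host cells lacking M1 receptor as counterscreen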
CHRM5 antagonist = antagonists of human muscarinic M5 receptor (CHRM5); inhibition, % at 3 µM; CHO-hM5 cells, Fluo-8 calcium fluorescence, ACh EC80; AID 624040; 360,000 tested, 0.59% active;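 active = inhibition above a per-plate cutoff, the mean of that plate's test compounds plus 3 SD, cut at about 27% in these data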;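 note: 0% = acetylcholine EC80 with DMSO and 100% = DMSO without agonist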
Target sequence (P08912 whole entry, looked up): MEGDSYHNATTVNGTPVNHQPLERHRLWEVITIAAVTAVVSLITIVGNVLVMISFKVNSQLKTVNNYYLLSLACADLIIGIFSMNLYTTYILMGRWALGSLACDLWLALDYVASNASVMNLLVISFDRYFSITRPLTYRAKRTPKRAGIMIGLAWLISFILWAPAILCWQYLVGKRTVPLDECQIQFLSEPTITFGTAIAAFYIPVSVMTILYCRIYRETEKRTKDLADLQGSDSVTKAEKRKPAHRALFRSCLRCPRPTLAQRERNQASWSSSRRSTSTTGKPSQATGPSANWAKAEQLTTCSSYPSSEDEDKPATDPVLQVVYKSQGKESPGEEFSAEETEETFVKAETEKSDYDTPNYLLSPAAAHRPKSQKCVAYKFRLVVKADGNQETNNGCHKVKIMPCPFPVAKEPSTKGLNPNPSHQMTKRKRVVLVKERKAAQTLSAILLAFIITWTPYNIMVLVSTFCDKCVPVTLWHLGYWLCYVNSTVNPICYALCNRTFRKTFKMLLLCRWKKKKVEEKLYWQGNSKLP
CHO-K1 Ca antag = counter-screen for M1 antagonists: effect in parental CHO-K1 cells. ATP-induced calcium, Fluo-8 fluorescence. inhibition, % at 3 µM. 360,000 tested, 0.6% active. AID 602250;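 active = inhibition above a per-plate cutoff, the plate's mean sample inhibition plus 3 SD, cut at about 24% in these data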;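 note: 0% = DMSO plus EC80 ATP and 100% = DMSO alone without ATP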
M4 PAM = potentiates acetylcholine response at human M4 receptor; P08173; CHO-K1 hM4/Gqi5, Fluo-8 calcium fluorescence, ACh EC20; 0% = ACh EC20, 100% = maximal ACh; activation, % at 3 µM; 360,000 tested, 0.4% active; AID 624126;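 active = activation above its plate's cutoff, the mean activation of sample wells plus 3 SD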; note: some results filed as inactive read as strong as hits
Target sequence (P08173 whole entry, looked up): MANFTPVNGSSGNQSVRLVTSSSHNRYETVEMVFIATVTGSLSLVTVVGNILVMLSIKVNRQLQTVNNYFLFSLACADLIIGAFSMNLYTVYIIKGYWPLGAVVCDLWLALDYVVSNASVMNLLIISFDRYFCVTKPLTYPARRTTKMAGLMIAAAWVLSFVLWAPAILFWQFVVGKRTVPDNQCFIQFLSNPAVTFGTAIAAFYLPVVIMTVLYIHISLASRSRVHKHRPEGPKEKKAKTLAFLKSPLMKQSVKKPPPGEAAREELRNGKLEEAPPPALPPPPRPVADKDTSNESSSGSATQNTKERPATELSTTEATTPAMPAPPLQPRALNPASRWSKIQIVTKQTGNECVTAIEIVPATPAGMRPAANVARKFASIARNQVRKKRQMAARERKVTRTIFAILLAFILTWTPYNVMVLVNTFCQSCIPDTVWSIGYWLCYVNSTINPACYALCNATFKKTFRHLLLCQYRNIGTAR
M4 ag = agonists of human muscarinic M4 receptor (CHRM4). P08173. CHO-K1 hM4/Gqi5, Fluo-8 calcium fluorescence; vehicle 0%, full acetylcholine response 100%. activation, % at 3 µM. 360,000 tested, 0.14% active. AID 624127;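 active = activation above the run mean over all test wells plus 3 SD, cut at about 32% in these data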;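 note: peak over basal fluorescence ratio per well then scaled between controls; 0% = DMSO wells and 100% = acetylcholine at EC100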
CHRM5 agonist = agonists of human muscarinic M5 receptor (CHRM5) | CHO-K1 hM5 cells, Fluo-8 calcium fluorescence; 0% DMSO wells, 100% maximal acetylcholine response | activation, % at 3 µM | 360,000 tested, 0.19% active;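 active = activation above the run's mean over test compounds plus 3 SD, cut at about 23% in these data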;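 note: signal is peak over basal fluorescence ratio across the kinetic read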
CHRM5 PAM = CHRM5 positive allosteric modulation | P08912 | CHO-K1 hM5, Fluo-8 calcium, ACh EC20 PAM; 0% = ACh EC20, 100% = ACh EC100 | activation, % at 3 µM | 360,000 tested, 0.3% active;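 active = activation above the run cutoff, the mean activation of all test compounds plus 3 SD, cut at about 18% in these data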
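System: CHO-K1 hM5 cells. Reagent: acetylcholine, EC20 level. Compound dosing: single dose, 3 µM nominal final test concentration. Timing: Post-acetylcholine fluorescence recording 140 s. Detection: Fluo-8 calcium fluorescence. Read-out: % activation, ACh-normalized. Benchmarks: ACh EC20 and EC100 wells. Repeats: singlicate, one well per test compound.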
M4 antag = antagonists of human muscarinic M4 receptor (CHRM4); CHO-hM4 cells, ACh EC80, Fluo-8 calcium fluorescence; inhibition, % at 3 µM; 360,000 tested, 0.73% active; AID 624125;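 active = inhibition above its plate's cutoff, the mean inhibition of sample wells plus 3 SD, cut at about 27% in these data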;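 note: 0% = acetylcholine EC80 with DMSO and 100% = DMSO without agonist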
The depositor's hits bear a star.

SMILES | CHO-K1 Ca PAM | CHO-K1 Ca ag | CHRM5 antagonist | CHO-K1 Ca antag | M4 PAM | M4 ag | CHRM5 agonist | CHRM5 PAM | M4 antag
Cc1ccc(S(=O)(=O)N(C)C)cc1NC(=O)COC(=O)CCC1CCCC1 | -8 | 2.0 | 1 | -5 | 0 | 3 | -1 | 0 | -6
O=C(Nc1ccc(S(=O)(=O)O)cc1)c1ccc2c(c1)S(=O)(=O)c1ccccc1C2=O | -1 | -0.2 | 8 | 5 | 15 | 1 | 1 | 11 | 2
CCOc1cccc(CN2CCCC(C(=O)Nc3cccc(-n4cccn4)c3)C2)c1 (centres undefined) | -5 | 3.5 | 9 | 5 | -4 | 7 | -3 | -1 | -9
CC(C)c1ccccc1N1CC(C(=O)O)CC1=O (centres undefined) | -7 | 0.4 | 10 | -8 | 2 | 1 | -1 | 1 | 1
COc1cc(OC)cc(C(=O)N2CCN(C(=O)c3cccs3)CC2)c1 | -2 | 0.9 | -6 | -5 | -1 | 0 | 0 | -3 | 2
O=C(CCNC(=O)C1CCN(S(=O)(=O)c2ccccc2)CC1)NCc1ccccn1 | 20 | 0.1 | -5 | -20 | -2 | 0 | -1 | 8 | -6
O=C(NCCc1ccccn1)C1CC(=O)N(Cc2ccccc2Cl)C1 (centres undefined) | 24 | 0.7 | 6 | -5 | 4 | 0 | -3 | 1 | 2
COc1ccc(C(=O)NCC(=O)NC2=NCCS2)cc1 | 7 | 0.4 | 0 | 2 | 1 | 2 | 2 | -4 | -4
COc1ccc(-c2csc(Nc3ccccc3)n2)cc1 | -1 | 0.5 | 9 | -5 | -10 | 0 | 0 | -2 | 3
COc1ccc(NC(=O)CSc2ccc(-c3ccco3)nn2)c(OC)c1 | 26 | 0.2 | 5 | 1 | -1 | 1 | -2 | -4 | 1
Cc1ccccc1SCC(=O)NCC(c1ccc(F)cc1)N1CCOCC1 (centres undefined) | 2 | 2.5 | 16 | -14 | 2 | 5 | 1 | -3 | -8
CCN(CC)C(=O)c1sc(NC(=O)c2cccc([N+](=O)[O-])c2)c(C#N)c1C | 19 | 1.6 | 2 | -12 | -5 | 1 | 0 | -2 | 2
O=C(COc1ccc(Cl)cc1)NNC(=O)C(=O)N1CCCCC1 | 14 | -0.1 | -12 | -6 | 9 | 0 | 6 | 16 | 2
O=C(c1cc2c(ccc3ccccc32)oc1=O)N1CCN(CCO)CC1 | 23 | -0.1 | -1 | -11 | 7 | 2 | 1 | -1 | -3
COc1ccc([N+](=O)[O-])cc1NCc1ccco1 | -13 | -0.5 | -5 | -2 | -13 | -1 | -10 | -4 | 12
Cc1ccc(CNS(=O)(=O)c2cccc3nsnc23)cc1 | 9 | 6.3 | -3 | -11 | -9 | 0 | -10 | -2 | -5
Cc1ccc(Nc2nc(C(=O)NCCCN3CCOCC3)cs2)cc1 | 8 | 0.1 | 7 | -15 | 3 | 0 | -3 | 3 | -1
O=C(Cn1cnc2c(oc3nc4c(cc32)CCCC4)c1=O)Nc1ccccc1 | 5 | 2.2 | -19 | -14 | 7 | 1 | 1 | 13 | 0
CN(c1ccc(C(=O)NCc2ccccn2)cc1)S(=O)(=O)c1ccc(Cl)cc1 | -1 | 1.4 | -6 | 0 | -4 | 4 | -3 | -3 | 0
Cn1c(CBr)c(C(=O)c2ccc([N+](=O)[O-])cc2)c(=O)n(C)c1=O | -20 | 0.0 | 6 | -2 | -2 | 0 | 2 | 3 | 1

Part of the list above, with values under each structure:
The line under a structure holds: CHO-K1 Ca PAM	CHO-K1 Ca ag	CHRM5 antagonist	CHO-K1 Ca antag	M4 PAM	M4 ag	CHRM5 agonist	CHRM5 PAM	M4 antag
CCN(CC)C(=O)c1sc(NC(=O)c2cccc([N+](=O)[O-])c2)c(C#N)c1C
→ 19	1.6	2	-12	-5	1	0	-2	2
O=C(COc1ccc(Cl)cc1)NNC(=O)C(=O)N1CCCCC1
→ 14	-0.1	-12	-6	9	0	6	16	2
O=C(c1cc2c(ccc3ccccc32)oc1=O)N1CCN(CCO)CC1
→ 23	-0.1	-1	-11	7	2	1	-1	-3

Next structures.
SMILES | CHO-K1 Ca PAM | CHO-K1 Ca ag | CHRM5 antagonist | CHO-K1 Ca antag | M4 PAM | M4 ag | CHRM5 agonist | CHRM5 PAM | M4 antag
COc1ccc(N(CC(=O)N2CCOCC2)S(C)(=O)=O)cc1 | -4 | -0.3 | 1 | 9 | 2 | 1 | 1 | -3 | -10
CCc1ccccc1NC(=O)C1CC(c2ccc(F)cc2)=NO1 (centres undefined) | 16 | 4.7 | -2 | 3 | 1 | 1 | -5 | 4 | 1
COc1ccc(CCNC(=O)CSc2nc3[nH]ncc3c(=O)n2-c2cccc(C(F)(F)F)c2)cc1OC | 13 | 0.4 | 4 | -15 | 1 | 1 | 2 | 4 | -1
Cn1cc(CN2CCC(C(O)c3cccs3)CC2)c(-c2ccccc2F)n1 (centres undefined) | 21 | 0.5 | 14 | -13 | -6 | 0 | -11 | -4 | 4
O=C(CSc1ncccn1)N1CCN(Cc2ccccc2)CC1 | -6 | -0.2 | -1 | 13 | -1 | 1 | 2 | 5 | -5
C=CCn1c(SCC(=O)Nc2cc(C)on2)nc2sc3c(c2c1=O)CCCC3 | -6 | 0.1 | -1 | 10 | -1 | 1 | -7 | -7 | 0
CCCCn1c(=O)c(CCC(=O)OCC(=O)Nc2cc(Cl)ccc2OC)nc2ccccc21 | 9 | -0.1 | 2 | -1 | 3 | 1 | -2 | -3 | 0
COc1ccc(CCN(C)C(=O)CCNS(=O)(=O)c2ccccc2C(F)(F)F)cc1OC | 15 | 1.2 | 10 | -16 | 1 | 1 | 2 | -4 | 5
Cc1ccc(NCCC(=O)c2cccc([N+](=O)[O-])c2)c(C)c1 | 18 | 0.0 | 4 | -38 | 1 | 0 | -2 | -5 | 5
O=C(O)c1ccc(NC2OC[C@@H](O)[C@H](O)[C@H]2O)cc1 (some centres undefined) | 1 | 0.2 | 3 | 11 | -3 | 0 | 0 | -4 | -4
CCC1=C(OC(=O)N(CC)CC)N2C(=O)OC(=NCCOC)[C@]2(Cc2ccccc2)[C@H]2C1=CC[C@H]1C(=O)N(C)C(=O)[C@H]12 | -5 | -0.1 | 10 | -9 | -3 | 0 | 0 | -7 | 14
Cc1sc2ncn(CC(=O)N(CC(=O)NC3CCCC3)Cc3cccs3)c(=O)c2c1C | 9 | 2.3 | 4 | -3 | 12 | 2 | 0 | -4 | -9
O=C(N/N=C/c1ccncc1)c1cccc(S(=O)(=O)Nc2ccc(Cl)cc2)c1 | 8 | 0.3 | 12 | -2 | -10 | 0 | 0 | 2 | 0
Cc1ccc(C(=O)C2CCN(CC(=O)Nc3nc(C)cs3)CC2)cc1 | 28 | 0.5 | 2 | -19 | -3 | -2 | 0 | -2 | 3
O=[N+]([O-])c1ccc(Cc2nnc(-c3ccccc3Cl)o2)cc1 | 10 | 0.3 | 9 | -14 | 0 | 0 | -4 | -1 | -7
OC(c1cccc(Cl)c1)c1nc(/C=C/c2ccc(C(F)(F)F)cc2)cs1 (centres undefined) | 12 | -0.1 | 3 | -5 | 5 | 1 | 0 | -4 | -4
CC(C)OCc1ccc(C(=O)N2CCN(S(=O)(=O)c3ccc(Br)s3)CC2)cc1 | 7 | 3.8 | -5 | -20 | 0 | 5 | -7 | -4 | -15
O=C(O)c1ccc(/C=N/Nc2ccc(S(=O)(=O)N3CCCC3)cc2[N+](=O)[O-])cc1 | 7 | 0.4 | 0 | 6 | 17 | 0 | 2 | 2 | -11
C[C@H](OC(=O)N1CCN(C(c2ccccc2)c2ccccc2)CC1)[C@@H]1O[C@@]2(C)CCC[C@H]1O2 | 16 | -0.6 | -6 | -20 | 2 | -2 | -10 | 0 | -4
CC1=C(C(=O)OCc2ccccc2)C(c2ccc(C)o2)C2=C(CCCC2=O)N1 (centres undefined) | 11 | 1.8 | 1 | -10 | 0 | 4 | 1 | 0 | -2
COc1ccc(/C=N/N=C/c2ccc(OC)c(OC)c2)cc1OC | 4 | 0.3 | 6 | 4 | 4 | 1 | 2 | 3 | 4
Cc1ccc(Sc2nnc(-c3ccccc3)cc2C#N)cc1 | 5 | 0.2 | 10 | -3 | -2 | -1 | -4 | -3 | 7
COc1cc(C)ccc1OCCCCNCc1ccccc1 | 10 | 0.4 | -2 | -4 | -2 | 1 | -1 | 8 | -3
COc1ccc(NC(=O)CN(c2cccc(F)c2)S(C)(=O)=O)cc1OC | -7 | 0.2 | 0 | 0 | -2 | 1 | 1 | -5 | 5
N#C/C(=C(/O)CN1CCCC1)c1nc(-c2ccccc2)cs1 | -3 | 0.2 | 0 | -6 | 6 | 0 | -4 | 10 | 0
OC(c1cccc(CN2CCCCC2)c1)c1ncc(-c2cccc3ccccc23)[nH]1 (centres undefined) | 13 | 1.1 | 12 | -5 | -8 | 2 | -4 | -8 | -2
COc1ccccc1CNC(=O)C1CCCN(S(=O)(=O)c2c(C)[nH]c(=O)[nH]c2=O)C1 (centres undefined) | 13 | 0.1 | -8 | -5 | -1 | 1 | -3 | 0 | -7
O=C(c1cc2ccccc2[nH]1)N(Cc1cccnc1)CC1CCCN(C2CCCCC2)C1 (centres undefined) | 8 | 0.2 | -9 | -16 | -7 | 0 | -9 | 0 | 17
CCc1c(C)nc2ncnn2c1NCc1cccs1 | 0 | 9.3 | 7 | -11 | -1 | 12 | 8 | -9 | 0
CC(C)(C)C(=O)N1CCN(c2c(Cl)cccc2[N+](=O)[O-])CC1 | 26 | 1.3 | -6 | -14 | 3 | 3 | -9 | 4 | -13
COc1cc(OC)c(-c2nc3c[n+](CC(=O)c4ccccc4)ccc3n2C)cc1OC | -1 | -0.3 | -8 | -15 | -2 | 2 | 2 | 4 | -3
CCOc1ccccc1N(CC(=O)N1CCC(C)CC1)S(=O)(=O)c1ccc(C)cc1 | -22 | -0.6 | 17 | 8 | -15 | -1 | -5 | -8 | 13
CC1=C(C(=O)N2CCCCCC2)CC(CC(=O)NC2CCCCC2)C(=O)N1Cc1ccccc1 (centres undefined) | 14 | -0.3 | 2 | -32 | 0 | 1 | 2 | 4 | -2
CC(=O)/C(=N\Nc1ccc(C)cc1)Sc1nncn1C | 20 | 0.0 | 2 | -7 | 1 | -1 | -2 | 2 | 1
Cc1ccc(NC(=O)CNCc2cccs2)cc1Br | 1 | 3.5 | 14 | -1 | 0 | 2 | -2 | -3 | 1
CC(C)C[C@H]1CNC(=O)C(=O)N1C[C@@H]1CCCN1C[C@H](Cc1ccccc1)N1C[C@H](Cc2ccccc2)N(CCc2ccccc2)C(=O)C1=O | 7 | 0.5 | -10 | -3 | 1 | 0 | 0 | 1 | -6
CC(C)Oc1cccc(NC(=O)C2(C)CCN2C(C)C)c1 (centres undefined) | 11 | -0.1 | 2 | -5 | 3 | -1 | -4 | 1 | -9
O=C(CCN1CCN(C/C=C/c2ccccc2)CC1)Nc1ccccc1 | 0 | 0.2 | 3 | -11 | -4 | 1 | -13 | -11 | -2
O=C(CNCc1ccccc1Cl)Nc1cc(S(=O)(=O)N2CCOCC2)ccc1Cl | -8 | 7.2 | 12 | 4 | -1 | 20 | 5 | -22 | 1
S=C(NCc1ccccc1)NCc1ccccn1 | -1 | 0.5 | 0 | -8 | 14 | 1 | -3 | 4 | 5
